M4 ag: CHRM4 agonism in calcium assay; AID 624127; activation, % at 3 µM; hit rate 0.14% among 360,000; P08173; CHO-K1 hM4/Gqi5, Fluo-8 calcium fluorescence; vehicle 0%, full acetylcholine response 100%;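 active means activation above the run mean over all test wells plus 3 SD, cut at about 32% in these data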;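 further: peak over basal fluorescence ratio per well then scaled between controls; 0% = DMSO wells and 100% = acetylcholine at EC100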
M1 PAM: potentiates human M1 receptor response to acetylcholine; hit rate 0.088% among 360,000; CHO-K1 hM1, Fluo-8 calcium fluorescence, ACh EC20; 0% = ACh EC20, 100% = maximal ACh; P11229; activation, % at 3 µM; in the data active means activation above about 19%, passing the limit was not always enough
Target sequence (P11229 whole entry, looked up): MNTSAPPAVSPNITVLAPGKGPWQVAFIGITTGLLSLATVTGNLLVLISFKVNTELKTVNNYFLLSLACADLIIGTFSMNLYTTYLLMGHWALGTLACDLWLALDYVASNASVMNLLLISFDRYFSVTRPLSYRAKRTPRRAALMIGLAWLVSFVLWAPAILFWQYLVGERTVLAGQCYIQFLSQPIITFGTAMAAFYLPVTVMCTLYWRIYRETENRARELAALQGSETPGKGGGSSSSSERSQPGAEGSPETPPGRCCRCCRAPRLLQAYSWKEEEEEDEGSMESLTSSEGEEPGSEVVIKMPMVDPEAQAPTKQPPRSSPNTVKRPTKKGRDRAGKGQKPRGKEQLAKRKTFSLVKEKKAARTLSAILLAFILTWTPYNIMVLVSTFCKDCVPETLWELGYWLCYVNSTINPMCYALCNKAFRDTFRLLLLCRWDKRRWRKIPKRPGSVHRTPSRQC
CRFBP-R2 agonist: CRF-BP/CRF-R2 complex agonism. AID 588473. HEK293 CRF-R2/CRF-BP, calcium dye fluorescence (FLIPR); percent of saturating CRF peptide response. hit rate 0.46% among 350,000. activation, % at 13.2 µM;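 active means activation of at least 50%, plus an integration ratio under a set limit after plate pattern correction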;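 further: plate controls were neutral control wells without compound for no effect and CRF at EC100 for full effect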
M5 antag: CHRM5 antagonism in calcium assay; CHO-hM5 cells, Fluo-8 calcium fluorescence, ACh EC80; P08912; inhibition, % at 3 µM; hit rate 0.59% among 360,000;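 active means inhibition above a per-plate cutoff, the mean of that plate's test compounds plus 3 SD, cut at about 27% in these data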;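 further: 0% = acetylcholine EC80 with DMSO and 100% = DMSO without agonist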
Target sequence (P08912 whole entry, looked up): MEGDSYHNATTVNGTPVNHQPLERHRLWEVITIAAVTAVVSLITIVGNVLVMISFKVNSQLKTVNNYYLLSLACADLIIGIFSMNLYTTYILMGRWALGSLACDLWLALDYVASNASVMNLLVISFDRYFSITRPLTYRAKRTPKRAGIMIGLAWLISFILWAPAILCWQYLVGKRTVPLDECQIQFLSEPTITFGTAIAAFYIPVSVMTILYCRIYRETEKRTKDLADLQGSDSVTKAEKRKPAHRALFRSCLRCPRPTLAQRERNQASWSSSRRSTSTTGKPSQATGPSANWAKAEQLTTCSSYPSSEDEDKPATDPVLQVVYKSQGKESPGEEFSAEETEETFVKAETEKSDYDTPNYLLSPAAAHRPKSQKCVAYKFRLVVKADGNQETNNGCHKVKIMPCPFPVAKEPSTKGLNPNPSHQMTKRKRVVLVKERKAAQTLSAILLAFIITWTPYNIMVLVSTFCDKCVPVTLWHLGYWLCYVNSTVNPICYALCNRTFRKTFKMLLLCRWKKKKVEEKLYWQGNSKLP
CHRM5 PAM: CHRM5 positive allosteric modulation; CHO-K1 hM5, Fluo-8 calcium, ACh EC20 PAM; 0% = ACh EC20, 100% = ACh EC100; hit rate 0.3% among 360,000; AID 624038; P08912; activation, % at 3 µM;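 active means activation above the run cutoff, the mean activation of all test compounds plus 3 SD, cut at about 18% in these data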
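Assay system – human M5 receptor in CHO-K1 cells · Read-out – % activation, ACh-normalized · Technique – Fluo-8 calcium fluorescence · Dosing – single-point, 3 µM nominal · Incubation – Fluo-8 loading 80 min at 37 °C plus 30 min room temperature · Repeats – singlicate, one well per test compound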
CHRM4 antagonist: blocks acetylcholine activation of human M4 receptor | hit rate 0.73% among 360,000 | CHO-hM4 cells, ACh EC80, Fluo-8 calcium fluorescence | inhibition, % at 3 µM | AID 624125;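 active means inhibition above its plate's cutoff, the mean inhibition of sample wells plus 3 SD, cut at about 27% in these data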;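 further: 0% = acetylcholine EC80 with DMSO and 100% = DMSO without agonist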
CHRM1 antagonist: human CHRM1 antagonism. CHO-K1 hM1, Fluo-8 calcium fluorescence, ACh EC80 antagonist. inhibition, % at 3 µM. hit rate 1.3% among 360,000;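 active means percent inhibition above its own plate's cutoff, namely the mean of that plate's compound wells plus 3 SD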;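 further: peak over basal fluorescence ratio during 140 s after agonist addition; 0% = ACh EC80 plus DMSO and 100% = DMSO alone without agonist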
M4 PAM: CHRM4 positive allosteric modulation; CHO-K1 hM4/Gqi5, Fluo-8 calcium fluorescence, ACh EC20; 0% = ACh EC20, 100% = maximal ACh; activation, % at 3 µM; hit rate 0.4% among 360,000; AID 624126;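 active means activation above its plate's cutoff, the mean activation of sample wells plus 3 SD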; further: some results filed as inactive read as strong as hits
CHRM5 agonist: agonists of human muscarinic M5 receptor (CHRM5). P08912. CHO-K1 hM5 cells, Fluo-8 calcium fluorescence; 0% DMSO wells, 100% maximal acetylcholine response. activation, % at 3 µM. hit rate 0.19% among 360,000;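 active means activation above the run's mean over test compounds plus 3 SD, cut at about 23% in these data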;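 further: signal is peak over basal fluorescence ratio across the kinetic read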
* hit, by the source's call; . = no result given.

Values run as follows: M4 ag	M1 PAM	CRFBP-R2 agonist	M5 antag	CHRM5 PAM	CHRM4 antagonist	CHRM1 antagonist	M4 PAM	CHRM5 agonist
S=C1NC[C@H](CC2CCCCC2)N1CCCCC1CCCCC1
  1	9	-0.6	6	4	-10	13	13	3
CC(=O)c1ccc(N(C(=O)Cn2nnc3ccccc32)C(C(=O)NCc2ccccc2)c2ccccn2)cc1 (stereo not given)
  2	-20	-4.5	5	-8	4	14	-14	-5
Cc1occc1C(=O)NC(C)C1CCCO1 (stereo not given)
  1	4	0.3	10	-8	3	-1	0	0
COC(=O)Nc1nnc(SCc2ccc(C)cc2)s1
  3	3	8.8	7	-2	0	1	1	-1
O=C(NCc1ccc2c(c1)OCO2)c1ccc(CSCc2ccccc2Cl)o1
  1	-1	3.7	12	-6	10	-5	-8	-2
O=C(O)CCSC(=S)N1CCOCC1
  0	6	-0.4	14	-4	10	-5	10	1
CCOCCCNc1nc(=S)[nH]c2cc(OC)c(OC)cc12
  1	0	-3.0	-5	1	-19	-17	0	-1
COc1ccc(/C=N/NC(=O)CSCC(=O)Nc2ccccc2)cc1OC
  11	1	1.9	-2	4	10	3	-3	2
C=CCNC(=O)CN(c1cccc(Br)c1)S(C)(=O)=O
  0	1	0.0	0	2	11	-1	-4	-1
CCOc1ccc(OCCC(=O)OCC(=O)Nc2ccc(N3CCOCC3)cc2)cc1
  10	8	1.8	16	-8	-11	-15	7	-4
Cc1ccc(S(=O)(=O)N(CC(=O)N(C(C)C)C(C)C)C(=O)N2CCN(C)CC2)cc1
  -2	4	0.0	15	-3	2	-5	-8	-6
Clc1ccc(-c2c[n+](Cc3ccc(Br)cc3)c3n2CCCCC3)cc1
  0	-10	-1.3	-2	-1	-10	8	-19	-21
COc1ccc(C)cc1NC(=O)CN1C(=O)C2CC=CCC2C1=O (stereo not given)
  0	15	0.8	12	1	-1	-16	5	-1
CCCN=Cc1c(CCC)[nH]n(-c2nc3ccccc3s2)c1=O
  0	15	-1.6	-10	4	-1	-9	-3	2
O=C(Nc1ccccc1N1CCCCC1)c1ccccc1F
  -2	-1	-0.7	4	3	-3	-2	0	-3
CC(C)CCNC(=S)Nc1ccccc1F
  0	-1	-0.2	4	-4	-14	-15	2	-2
CC(C)(Oc1ccc(Cl)cc1)C(=O)OCC(=O)N1CCN(c2ccccc2)CC1
  6	-5	-0.6	5	3	0	15	-1	-4
COc1ccc2nc(C3CCCCC3)c3c(c2c1)CCC3
  0	6	1.7	6	7	-15	0	10	5
COC(=O)CC1C(=O)NC2CCCCC2N1C(=O)CCl (stereo not given)
  0	9	-0.8	-4	4	15	-17	-7	1
CC(=O)Nc1sc2c(c1C(c1ccccn1)N1CCN(C)CC1)CCCC2 (stereo not given)
  2	-21	-0.5	5	-14	21	48*	-15	-4
COc1ccc(CN2CCCN(C)CC2)c(OC)c1C
  0	-2	0.5	5	-1	5	-1	-2	-11
O=C(NCCN1CCCCCC1)C1CCN(S(=O)(=O)N2CCOCC2)CC1
  2	-2	-0.5	0	7	-1	1	1	-4
COC(=O)CCCC(=O)Nc1ccc(Br)cc1
  2	14	-0.7	1	-3	-10	-1	5	0
CCC1Nc2ncnc(N3CCCCC3)c2N(Cc2ccc(Br)cc2)C1=O (stereo not given)
  0	-7	-1.6	11	1	8	1	-1	-10
Cc1ccc(CNC(=O)CCS(=O)(=O)c2ccc3nc(C)sc3c2)cc1
  12	-1	-3.2	-1	-6	-16	-10	0	1
CCC1(C)Cc2ccccc2-c2nc3n(c(=O)c21)CCS3 (stereo not given)
  0	4	-0.3	1	2	1	-6	0	-1
O=C(CSc1ccc(F)cc1)Nc1ccc(N2CCOCC2)c(Cl)c1
  4	0	-0.2	24	-12	5	23	-6	-3
CCCCc1nnc(NC(=O)c2ccc3[nH]c(=O)c(=O)[nH]c3c2)s1
  -1	18	3.2	-5	4	2	-4	2	-1
Cc1cc(N2CCCCC2)nc2ccc(NC(=O)c3ccc(Br)o3)cc12
  1	4	-2.6	-6	-11	1	-5	-3	-8
COc1ccc(Cc2nnc(NC(=O)CSc3ccc(C)cc3)s2)cc1OC
  95*	15	21	-3	-5	-6	-7	1	74*

Full records as entered above:
O=C(NCCN1CCCCCC1)C1CCN(S(=O)(=O)N2CCOCC2)CC1 is listed as M4 ag: 2; M1 PAM: -2; CRFBP-R2 agonist: -0.5; M5 antag: 0; CHRM5 PAM: 7; CHRM4 antagonist: -1; CHRM1 antagonist: 1; M4 PAM: 1; CHRM5 agonist: -4
COC(=O)CC1C(=O)NC2CCCCC2N1C(=O)CCl (stereo not given) is listed as M4 ag: 0; M1 PAM: 9; CRFBP-R2 agonist: -0.8; M5 antag: -4; CHRM5 PAM: 4; CHRM4 antagonist: 15; CHRM1 antagonist: -17; M4 PAM: -7; CHRM5 agonist: 1

Of the compounds above, these contain an NH in an aromatic ring:
Values run as follows: M4 ag	M1 PAM	CRFBP-R2 agonist	M5 antag	CHRM5 PAM	CHRM4 antagonist	CHRM1 antagonist	M4 PAM	CHRM5 agonist
CCOCCCNc1nc(=S)[nH]c2cc(OC)c(OC)cc12
  1	0	-3.0	-5	1	-19	-17	0	-1
CCCN=Cc1c(CCC)[nH]n(-c2nc3ccccc3s2)c1=O
  0	15	-1.6	-10	4	-1	-9	-3	2
CCCCc1nnc(NC(=O)c2ccc3[nH]c(=O)c(=O)[nH]c3c2)s1
  -1	18	3.2	-5	4	2	-4	2	-1

A section from further up, as a working copy:
Values run as follows: M4 ag	M1 PAM	CRFBP-R2 agonist	M5 antag	CHRM5 PAM	CHRM4 antagonist	CHRM1 antagonist	M4 PAM	CHRM5 agonist
CCOc1ccc(OCCC(=O)OCC(=O)Nc2ccc(N3CCOCC3)cc2)cc1
  10	8	1.8	16	-8	-11	-15	7	-4
Cc1ccc(S(=O)(=O)N(CC(=O)N(C(C)C)C(C)C)C(=O)N2CCN(C)CC2)cc1
  -2	4	0.0	15	-3	2	-5	-8	-6
Clc1ccc(-c2c[n+](Cc3ccc(Br)cc3)c3n2CCCCC3)cc1
  0	-10	-1.3	-2	-1	-10	8	-19	-21
COc1ccc(C)cc1NC(=O)CN1C(=O)C2CC=CCC2C1=O (stereo not given)
  0	15	0.8	12	1	-1	-16	5	-1
CCCN=Cc1c(CCC)[nH]n(-c2nc3ccccc3s2)c1=O
  0	15	-1.6	-10	4	-1	-9	-3	2

Next part.
Values run as follows: M4 ag	M1 PAM	CRFBP-R2 agonist	M5 antag	CHRM5 PAM	CHRM4 antagonist	CHRM1 antagonist	M4 PAM	CHRM5 agonist
Cc1cc(C)c(C#N)c(N2CCC(C(N)=O)CC2)n1
  0	-2	-0.4	0	-4	2	1	-4	1
NC(=O)c1ccc(OCC(F)(F)C(F)(F)C(F)(F)C(F)(F)C(F)(F)C(F)F)cc1
  -1	1	1.0	3	-2	7	-6	-11	-3
O=C1C2C3C=CC(C3)C2C(=O)N1/N=C/c1cn(Cc2ccc(F)cc2)c2ccccc12 (stereo not given)
  5	1	0.8	6	-6	1	-5	-7	-8
CCn1c2ccccc2c2cc(/C=N/n3c(-c4cc(C)[nH]n4)n[nH]c3=S)ccc21
  -1	4	-0.3	-9	11	-10	-5	-1	-14
Cc1cccc2c(CC(=O)Nc3ccccc3)noc12
  1	8	1.2	-3	0	6	-5	0	0
CCCCC(=O)Nc1sc2c(c1C#N)CC(C)(C)OC2
  1	9	-0.1	4	-4	8	-6	2	-3
COCCN1C(=O)c2oc3ccccc3c(=O)c2C1c1ccc(O)c(OC)c1 (stereo not given)
  1	9	1.0	3	1	-3	-15	1	-1
COc1cc2c(C#Cc3cccnc3)c(-c3ccsc3)oc(=O)c2cc1OC
  1	7	-0.3	7	-5	-10	-12	6	1
COc1ccc2cc(C(=O)C3CCCN(C(=O)/C=C/c4ccccn4)C3)ccc2c1 (stereo not given)
  6	2	3.3	1	-6	-8	-4	-2	1
CC(=O)NCCC1CCCCN1Cc1nc(Cc2cccc(C(F)(F)F)c2)no1 (stereo not given)
  1	4	1.4	10	0	0	5	2	1
CN(C)c1nc(-c2ccccc2)ncc1S(=O)(=O)c1ccccc1
  1	1	4.1	2	1	2	9	-7	-4
O=C1CSc2cc(Cl)ccc2N1
  1	6	0.7	7	-3	-11	-9	7	0
O=C(CCCc1ccccc1)NCCS(=O)(=O)N1CCN(c2ccccc2F)CC1
  11	2	-0.7	9	-10	-16	-1	-1	1
CCOC(=O)N1CCN(S(=O)(=O)c2cc(Br)cnc2N)CC1
  0	-12	-0.5	8	-15	16	13	-2	-8
COc1cc(OC)c(-c2oc3ccccc3c(=O)c2O)c(OC)c1
  2	11	-0.7	10	13	4	-19	1	-1
O=Cc1ccc(OCc2ccccn2)cc1
  2	-2	-1.1	2	-3	2	1	4	0
CC(C)C(C)NC(=O)COc1nc2ccccc2nc1N(C)C1CCCCC1 (stereo not given)
  1	6	3.4	2	5	-5	-7	2	-3
COc1ccccc1CNC(=O)C1CCN(S(=O)(=O)c2ccc3c(c2)OCCCO3)CC1
  2	8	-0.3	4	-9	-7	-9	12	-3
Cc1cccc(C)c1NC(=S)NC(C)CCc1ccccc1 (stereo not given)
  -2	9	-4.8	-3	-1	-12	-14	-3	-3
Cc1c(Br)c([N+](=O)[O-])nn1CC(=O)Nc1c(C)n(C)n(-c2ccccc2)c1=O
  1	-7	1.1	-3	3	-3	4	2	-8
CC(NC(=O)C1CCCC1)C1CC2CCC1C2 (stereo not given)
  -1	3	0.3	5	-4	0	-7	11	-3
Cc1cc(=O)c(C(=O)O)nn1-c1ccccc1Cl
  -1	2	-0.3	8	6	6	1	-4	2
Cc1ccc(N(C)C(=O)N2CCN(S(=O)(=O)c3ccc(C)cc3)CC2)cc1
  3	25*	-0.8	-1	-5	-7	-15	-2	7
CC(=O)c1cccc(S(=O)(=O)N2CCN(CCOc3ccccc3)CC2)c1
  5	8	1.8	0	1	-4	-7	6	1
CSc1ncccc1C(=O)OCC(=O)c1ccc(S(=O)(=O)N2CCCCC2)cc1
  2	-5	-0.2	2	2	-1	11	-6	-2
CN(C)c1cccc(C(=O)NCCCSc2ccccc2)c1
  2	19	-1.0	-7	-3	2	-8	9	-5
ONC(=Nc1ccccc1)c1ccccc1Cl
  1	3	0.3	-2	3	15	-7	-1	1
CC(C)(C)c1ccc(C(=O)c2c[nH]c(C(=O)NCc3ccco3)c2)cc1
  1	-3	1.7	-2	-6	0	10	3	-3
CCc1noc(C)c1C(=O)N1CCN(S(=O)(=O)c2ccc(C)cc2C)CC1
  2	3	0.5	10	-5	2	11	8	-1
Cc1nc(N2CCC(C)CC2)c2oc3ccccc3c2n1
  0	-9	3.0	1	-1	18	15	-7	-4
CCCS(=O)(=O)NC(=O)C1(C)CCN(C(=O)C2(c3ccc(Cl)cc3)CCCC2)C1 (stereo not given)
  0	-1	.	2	-2	-6	2	-2	1
O=C(Nc1ccnn1C1CCN(Cc2cccc(OCCO)c2)CC1)C1CCOC1 (stereo not given)
  0	-3	0.5	16	-1	13	2	-5	-7

Assay outcomes deposited in PubChem by several laboratories.
